KCNQ1 pot: human KCNQ1 channel potentiation or activation. P51787. CHO-K1 KCNQ1, thallium flux FluxOR fluorescence; stronger effect = higher value. B-score at 10 µM. actives 0.35% (n = 310,000);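 active = fluorescence ratio B-score, a plate-corrected score, at least three library SD, with initial intensity B-score within 5 SD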
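Assay system: CHO-K1 cells stably expressing KCNQ1; Medium: assay buffer with matched DMSO; Also added: K+/Tl+ depolarizing stimulus; Dosing: single dose; Timing: dye 90 min, compound 20 min, room temperature; Measured by: kinetic FluxOR thallium fluorescence, 10-s 1-Hz baseline, 110-s post-stimulus read; Read-out: peak-minus-minimum fluorescence over initial fluorescence, negative-control normalized, B-scored.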
DYRK1A inh: inhibitors of rat Dyrk1A kinase. Q63470. AID 504441. inhibition, % at 12.5 µM. actives 0.43% (n = 310,000). ADP-Glo luminescence, NFATc1 peptide; in the data active = inhibition above about 50%;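 note: plate controls were vehicle with enzyme for no effect and no enzyme for full effect; many of its hits are not listed in these tables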
GSK3 alpha inh: human GSK-3 alpha kinase inhibition. ADP-Glo luminescence, 60 min. inhibition, % at 10 µM. actives 0.1% (n = 320,000). AID 2650;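 in the data active = inhibition above about 50%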;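 note: GST-tagged GSK-3 alpha with peptide substrate and 25 µM ATP; 0% = DMSO neutral wells and 100% = GW8510 positive control wells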
PolyA inhibitor: inhibitors of polyadenylation in S. cerevisiae | AID 1875 | S. cerevisiae SKY197-pL101 polyadenylation reporter, beta-gal luminescence; efflux-impaired pdr1/pdr3 knockout yeast; score 100 = 6 SD above DMSO | actives 0.02% (n = 300,000) | calls only at 12 µM;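 active = lowest replicate activity score at least 50, where 100 means six control SD above control mean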;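 note: yeast exposed to compound for 9 h at 30 °C; higher score means more reporter readthrough which indicates perturbed polyadenylation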
KCNK3 block: human KCNK3 channel inhibition, primary screen | CHO-KCNK3 thallium flux, FluxOR fluorescence; stronger effect = lower value | B-score at 10 µM | actives 0.84% (n = 340,000) | AID 602410;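 active = B-score under library mean minus 4 SD, starting fluorescence ratio at most library mean plus 5 SD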;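 note: more negative B-score means stronger inhibition of thallium flux through KCNK3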
hERG rescue: hERG (human) protection from proarrhythmic block; Q12809; CHO-hERG, FluxOR thallium flux, dofetilide IC70 present; activation (rescue from dofetilide block), less the hit threshold, % at 10 µM; actives 0.51% (n = 310,000); AID 1511;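 active = activation above the mean of controls blocked by dofetilide plus 5 SD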;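 note: thallium influx through hERG after potassium depolarization seen as dye fluorescence rise; in these data hits start at about 4.7%; inactives centre near -7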
Target sequence (Q12809 whole entry, looked up): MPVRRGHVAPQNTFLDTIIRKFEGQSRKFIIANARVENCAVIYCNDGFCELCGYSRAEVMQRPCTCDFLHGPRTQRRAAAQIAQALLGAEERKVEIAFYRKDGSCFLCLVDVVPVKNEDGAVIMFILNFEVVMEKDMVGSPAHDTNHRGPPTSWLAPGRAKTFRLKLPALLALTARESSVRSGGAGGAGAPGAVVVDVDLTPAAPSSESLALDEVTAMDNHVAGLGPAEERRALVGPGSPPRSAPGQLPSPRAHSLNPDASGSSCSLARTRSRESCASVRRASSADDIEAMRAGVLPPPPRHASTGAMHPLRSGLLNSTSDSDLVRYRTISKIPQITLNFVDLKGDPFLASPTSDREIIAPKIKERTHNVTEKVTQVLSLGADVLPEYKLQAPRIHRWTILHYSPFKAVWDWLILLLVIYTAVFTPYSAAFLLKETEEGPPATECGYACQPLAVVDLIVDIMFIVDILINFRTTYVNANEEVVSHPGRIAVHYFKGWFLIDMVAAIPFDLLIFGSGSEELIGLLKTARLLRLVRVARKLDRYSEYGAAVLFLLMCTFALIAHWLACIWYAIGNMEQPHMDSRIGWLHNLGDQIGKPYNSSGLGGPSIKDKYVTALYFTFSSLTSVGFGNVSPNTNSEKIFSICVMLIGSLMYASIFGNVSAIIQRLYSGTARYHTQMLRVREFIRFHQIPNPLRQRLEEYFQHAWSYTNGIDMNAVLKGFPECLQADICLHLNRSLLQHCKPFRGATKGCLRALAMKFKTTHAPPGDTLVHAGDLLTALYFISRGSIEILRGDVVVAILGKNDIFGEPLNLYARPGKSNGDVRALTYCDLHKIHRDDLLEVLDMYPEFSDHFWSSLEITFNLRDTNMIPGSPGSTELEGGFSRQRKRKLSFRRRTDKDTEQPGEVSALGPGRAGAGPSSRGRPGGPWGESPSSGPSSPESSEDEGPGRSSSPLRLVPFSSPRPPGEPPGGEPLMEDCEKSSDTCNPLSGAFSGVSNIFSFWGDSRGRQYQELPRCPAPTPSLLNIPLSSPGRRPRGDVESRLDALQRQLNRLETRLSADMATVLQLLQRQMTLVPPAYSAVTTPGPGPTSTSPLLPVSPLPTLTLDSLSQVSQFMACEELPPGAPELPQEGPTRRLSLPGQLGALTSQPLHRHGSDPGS
KCNQ1 block: inhibitors of human KCNQ1 potassium channel; P51787; CHO-K1 KCNQ1, FluxOR thallium flux fluorescence; stronger effect = higher value; B-score at 10 µM; actives 1.3% (n = 310,000); AID 2642;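 active = compounds whose thallium flux B-score, printed positive for inhibition, exceeds three library SD while starting fluorescence stays within three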;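 note: channel opened by potassium depolarization with thallium stimulus after 20 min compound exposure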
RGS4 block: human RGS4 inhibition | AID 463165 | HEK293 M3R/RGS4 inducible, Fluo-4 calcium flux; stronger effect = higher value; triggered by carbachol at its EC20 | B-score at 10 µM | P49798 | actives 0.45% (n = 310,000);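 active = B-score, a plate-corrected calcium signal, over three deviations above library mean, with baseline fluorescence within five deviations of library mean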;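 note: RGS4 expression induced by doxycycline in cells with stable M3 receptor; B-score is computed from the integrated fluorescence ratio over baseline after carbachol; higher B-score means a larger calcium signal and so more RGS4 inhibition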
KCNK9 block: blocks the human KCNK9 two-pore domain potassium channel. HEK293 KCNK9, FluxOR thallium flux fluorescence; stronger effect = lower value. B-score at 10 µM. actives 1.2% (n = 310,000);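 active = ratio B-score over 3 SD below the library mean, with starting fluorescence within 5 SD of its mean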;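 note: negative B-score means less thallium flux so channel inhibition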
RGS4 act: RGS4 potentiation or activation; HEK293 M3R/inducible RGS4, carbachol calcium flux Fluo4; stronger effect = lower value; B-score at 10 µM; actives 0.92% (n = 310,000); AID 463111;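 active = B-score of the integrated calcium signal more than 4 SD below the library mean, with starting fluorescence not abnormally high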;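 note: negative B-score means reduced calcium response which marks RGS4 activation or potentiation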
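Material: M3R-expressing HEK293 line, RGS4 induced by doxycycline | Schedule: Overnight RGS4 induction, 30 min dye load 37 °C, 20 min compound RT | Measured by: Fluo4 fluorescence kinetic imaging of calcium | Read-out: Integrated calcium ratio converted to B score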
GSK3B inh: human GSK3beta kinase inhibition. AID 2097. activity score (negative = inhibition), % at 10 µM. GST-GSK3beta kinase, ADP-Glo luminescence, 60 min; stronger effect = lower value. P49841. actives 0.038% (n = 300,000);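 active = more than half of replicate wells score below -50%, meaning over 50% inhibition versus plate controls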;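 note: 0% = median DMSO wells and -100% = median GW8510 positive control wells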
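Test system – GST-tagged human GSK3beta kinase, cell-free · Incubation – 60 min enzyme reaction, room temperature · Signal – ADP-Glo luminescence · Also added – peptide substrate and ATP at 25 µM · Controls – DMSO neutral wells and GW8510 at 20 µM as positive · Buffer or medium – Tris/MgCl2 kinase buffer · Measure – Luminescence-derived activity versus plate DMSO and GW8510 wells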
An asterisk follows results filed as active; i = inactive; / = not tested or not shown; & = joins results of further samples. An excerpt, so the mix of outcomes need not match the whole.

SMILES	KCNQ1 pot	DYRK1A inh	GSK3 alpha inh	PolyA inhibitor	KCNK3 block	hERG rescue	KCNQ1 block	RGS4 block	KCNK9 block	RGS4 act	GSK3B inh
O=c1c2ccccc2nc(CSc2ncnc3nc[nH]c23)n1-c1cccc(C(F)(F)F)c1	i	13.0	16.6	i	i	-8.4	i	i	i	i	1.8
COc1cccc(CNC(=O)CCc2nc3cc(S(=O)(=O)N4CCOCC4)ccc3n2C)c1	i	-2.2	-1.5	i	i	-8.7	i	i	i	i	1.1
O=C(O)C1C(C(=O)O)C1(c1ccccc1)c1ccccc1 (stereo not drawn)	i	-5.3	-2.6	i	i	-11.8	i	i	i	i	-3.1
CC(C)CCNCC(=O)NC(c1ccccc1)c1ccccc1	i	/	-1.8	/	i	-5.3	i	i	i	i	2.1
CCCCn1c(=O)c(F)cn(Cc2ccc(OC)c([N+](=O)[O-])c2)c1=O	i	-3.5	0.8	i	i	-6.8	i	i	i	i	-0.1
Cc1nc(NC(=O)CSC2=NCCS2)sc1C(=O)N(C)C	i	12.1	-0.7	i	i	-5.9	i	i	i	i	-0.5
COc1ccc(C2c3c(-c4ccccc4O)n[nH]c3C(=O)N2CCc2ccc(OC)c(OC)c2)cc1 (stereo not drawn)	i	2.8	-0.3	i	i	-23.5	i	i	i	i	-1.3
COc1ccc(-c2cc(C(=O)Nc3cccc(Cl)c3)no2)cc1	i	-5.3	-1.8	i	i	-5.0	i	i	i	i	-5.4
COC(=O)c1ccccc1NS(=O)(=O)c1ccc2c(c1)oc(=O)n2C	i	14.4	0.5	i	i	-4.7	i	i	i	i	-0.7
O=C(COc1ccc(S(=O)(=O)N2CCOCC2)cc1)Nc1ccc2c(c1)OCCO2	i	1.2	-2.5	i	i	-3.8	i	i	i	i	-1.4
Fc1ccc(SCCc2ccncc2)cc1	i	-6.3&-4.8	-0.3&-1.8	i	i	-11.2&-3.8	i	i	i	i	0.0&-0.6
Cc1c(CC(=O)N2CCN(C(=O)C3COc4ccccc4O3)CC2)c(=O)oc2cc(O)ccc12 (stereo not drawn)	i	5.4	0.2	i	i	-12.8	i	i	i	i	-0.7
CC(=O)N1CCOCCOCCOCC1	i	/	1.0	i	i	-5.7	i	i	i	i	3.2
COc1cc(/C=C(/C#N)c2ccc(F)cc2)ccc1OCc1ccc(C(=O)O)o1	i	4.1	-1.1	i	i	-9.9	i	i	i	i	-4.1
CC(CCc1ccccc1)NC(=O)c1cccc(F)c1 (stereo not drawn)	i	-8.5	3.1	i	i	-5.7	i	i	i	i	-2.5
CCn1c(O)c(N=NC(=O)CNC(=O)c2ccco2)c2ccccc21	i	-4.0	-2.9	i	i	-3.7	i	i	i	i	0.4
CC1CCc2nc(NC(=O)C3CC3)sc2C1 (stereo not drawn)	i	23.1	0.9	i	i	-9.3	i	i	i	i	-0.8
CCn1cc(C(=O)Nc2ccc(C)c([N+](=O)[O-])c2)cn1	i	6.8	-5.5	i	i	-15.0	i	i	i	i	-0.9
O=S(=O)(Nc1cccnc1)c1cccs1	i	4.7	-1.7	i	i	-7.7	i	i	i	i	-8.4
CCOC(=O)Cn1cc(C(=O)c2cccs2)c2ccccc21	i	7.3	-0.7	i	i	-13.9	i	i	i	i	0.3
N#CCCn1cc(C(=O)Nc2ccccn2)c(-c2ccccc2)n1	i	2.5	1.6	i	i	-7.9	i	i	i	i	-0.8
Cc1ccc(S(=O)(=O)N(CC(=O)Nc2cccc(C)c2C)C(=O)N2CCN(C)CC2)cc1	i	3.9	/	i	i	-2.2	i	i	i	i	1.2
O=C(NCC1CCCO1)c1ccc2c(c1)N(Cc1ccccc1)CCS2 (stereo not drawn)	i	-1.1	-2.0	i	i	-11.9	i	i	i	i	4.1
O=P(Cc1ccccn1)(c1ccccc1)c1ccccc1	i	1.8	-0.9	i	i	-10.4	i	i	i	i	4.8
Cc1c(OCC(=O)NC(Cc2c[nH]c3ccc(O)cc23)C(=O)O)ccc2c3c(c(=O)oc12)CCC3 (stereo not drawn)	i	5.7	3.5	i	i	-10.1	i	i	i	i	3.8
O=C(COC(=O)CNC(=O)c1ccc(Cl)cc1Cl)NC(=O)NCc1ccccc1	i	/	1.2	i	i	-9.8	i	i	i	i	-0.7
Cc1cc(C(=O)NNc2ccc(Cl)cc2)no1	i	/	-1.1	i	i	-3.2	i	i	i	i	3.5
Cc1ccc(S(=O)(=O)N2CCCCC2)cc1C(=O)Nc1cccnc1	i	-2.4	0.3	i	i	-9.3	i	i	i	i	-4.6
Cc1ccc(OCCNS(=O)(=O)c2ccc(N3CCCC3=O)cc2)cc1	i	-13.1	-2.6	/	i	-2.2	i	i	i	i	2.5
CCOC(=O)N1CCN(C(=O)/C(=C/c2ccc(Br)cc2)NC(=O)c2ccc(OC)cc2)CC1	i	6.7	-6.6	i	i	-14.6	i	i	i	i	3.2
COc1cccc(NC(=O)C2C3C=CC(C3)C2C(=O)O)c1 (stereo not drawn)	i	2.1	-0.7	i	i	7.4*	i	i	i	i	/
O=S(=O)(c1ccccc1)N1CCN(C/C=C/c2ccccc2)CC1	i	-0.9	-2.4	i	i	-2.8	i	i	i	i	2.8
COc1ccc(OC)c(N=CC2=C(O)CC(C)(C)CC2=O)c1	i	-1.1	12.3	i	i	-4.6	i	i	i	i	4.4
COc1ccc(-c2nnc(Nc3ccc(OC)c(C(=O)N4CCCCC4)c3)c3ccccc23)cc1	i	-2.3	-0.1	i	i	-12.7	i	i	i	i	-21.7
Cc1cc(C)nc(N(C#N)Cc2ccc([N+](=O)[O-])cc2)n1	i	-3.9	-2.0	i	i	-6.4	i	i	i	i	6.4
COc1ccccc1C(C)N(C)Cc1nc(COc2ccccc2)no1 (stereo not drawn)	i	-4.0	-5.9	i	i	-22.5	i	i	i	i	-0.2
CC12CCC(C/C1=N/NC(=O)Nc1ccccc1)C2(C)C (stereo not drawn)	i	0.4	0.2	i	i	-7.6	i	i	i	i	-2.0
O=C(NC1CCCC1)c1cc2nc(-c3ccccc3)cc(-c3ccccc3)n2n1	i	-2.5	-1.3	i	i	-9.0	i	i	i	-7.73*	1.0
Cc1ccc(C2(COC(=O)C(C)C)CO2)c(OC(=O)C(C)C)c1 (stereo not drawn)	i	15.7	1.1	i	i	-6.3	i	i	i	i	1.9
COc1ccc(NS(=O)(=O)c2ccc(OC)c3ccccc23)cn1	i	15.9	1.7	i	i	-12.2	i	i	i	i	-0.8
NNC(=O)c1ncoc1-c1ccc(Cl)cc1	i	/	2.9	i	i	-20.3	i	i	i	i	-2.5
O=C1CCCC/C1=N\Nc1ccc(OCc2ccccc2)cc1	i	-1.4	0.1	i	i	-6.7	i	i	i	i	-1.0
COc1cc(OC)c2c(c1)OC(c1ccc(OC)c(OC)c1)C(O)C2=O (stereo not drawn)	i	23.2	-1.1	i	i	-7.0	i	i	i	i	-0.9
C=CCN(c1nc(C)c(Br)c(OC)n1)S(=O)(=O)c1ccc(C)cc1	i	10.1	-2.9	i	i	-10.1	7*	i	i	i	4.8
CC1(C)CN(c2ccccc2)N(C(=O)c2ccc(C#N)cc2)C1=O	i	7.5	-5.5	i	i	-10.9	i	i	i	i	1.3

2 consecutive entries already listed, for reference:
SMILES	KCNQ1 pot	DYRK1A inh	GSK3 alpha inh	PolyA inhibitor	KCNK3 block	hERG rescue	KCNQ1 block	RGS4 block	KCNK9 block	RGS4 act	GSK3B inh
C=CCN(c1nc(C)c(Br)c(OC)n1)S(=O)(=O)c1ccc(C)cc1	i	10.1	-2.9	i	i	-10.1	7*	i	i	i	4.8
CC1(C)CN(c2ccccc2)N(C(=O)c2ccc(C#N)cc2)C1=O	i	7.5	-5.5	i	i	-10.9	i	i	i	i	1.3

Later entries
SMILES	KCNQ1 pot	DYRK1A inh	GSK3 alpha inh	PolyA inhibitor	KCNK3 block	hERG rescue	KCNQ1 block	RGS4 block	KCNK9 block	RGS4 act	GSK3B inh
COC(=O)c1sccc1NC(=O)CC1C(=O)NCCN1C(=O)c1ccccc1 (stereo not drawn)	i	4.4	-0.6	i	i	-3.9	i	i	i	i	-1.0
CC(C)[C@H](NC(=O)c1ccccc1)C(=O)OCC(=O)Nc1ccc2c(c1)OCCO2	i	-1.7	0.4	i	i	-11.4	i	i	i	i	2.9
COc1cccc(CN(C)C(=O)CSC(C)C(=O)Nc2cc(C)on2)c1OC (stereo not drawn)	i	3.2	-1.6	i	i	-15.4	i	i	i	i	1.0
COC(=O)c1ccccc1Nc1cc(C)nc2nc(C)nn12	i	0.1	5.8	i	i	-7.7	i	i	i	i	4.0
Cc1cc(C)c2oc(-c3ccc(Cl)c(NC(=O)c4ccc(C#N)cc4F)c3)nc2c1	i	0.9	-2.2	i	i	-2.5	i	i	i	i	1.7
COC(=O)[C@H](Cc1c[nH]c2ccccc12)NC(=O)NCc1ccc(OC)cc1	i	-1.9	-1.2	i	i	-3.5	i	i	i	i	1.2
COc1cccc(CNn2c(-c3cccc(C)c3)nc3ccccc3c2=O)c1O	i	-1.0	-3.4	i	i	-20.6	i	i	i	i	1.1
Cc1ccc(C)c(OCC(=O)Nc2ccc(N3CCOCC3)cc2)c1	i	/	0.1	i	i	-11.7	i	i	i	i	-1.4
CCCCN(CC)CCCNC(=O)c1cn(CC)c2ccc(S(=O)(=O)N3CCc4ccccc4C3)cc2c1=O	i	5.7	3.5	i	i	-12.5	i	i	i	i	-9.0
COc1ccc(/C=C2\SC(=S)N(CCC(=O)N(CCO)Cc3ccccc3)C2=O)cc1OC	i	-8.9	-0.9	i	i	-8.0	i	i	i	i	1.0
CC(NC(=O)Nc1ccc(F)cc1)C(c1cccs1)N1CCCC1 (stereo not drawn)	i	2.7	/	i	i	-8.6	i	i	i	i	0.2
O=C(c1cccs1)N1CCN(C(=O)N2CCOCC2)CC1	i	-4.9	-1.6	i	i	-3.5	i	i	i	i	-0.8
Cc1ccc2oc(C(=O)NCC(c3ccco3)N3CCCC3)c(C)c2c1 (stereo not drawn)	i	0.1	-1.6	i	i	-9.8	i	i	i	i	2.3
COc1ccc(OCC(O)CN(C2CCCCC2)C2CCCCC2)cc1 (stereo not drawn)	i	-0.6	-3.3	i	i	-12.4	i	i	i	i	0.4

Compound activity as filed in PubChem.
